ZTA counter: ZTA (EBV) inhibition in EBNA-1 counter-screen | P03206 | ZTA-DNA binding, fluorescence polarization | inhibition, % at 11 µM | 0.15% of 320,000 active; in the data active = inhibition above about 33%
PAFAH1B3 inh: PAFAH1B3 (human) inhibition. Q15102. recombinant PAFAH1B3, FP-rhodamine probe, fluorescence polarization. inhibition, % at 3.39 µM. 0.28% of 340,000 active;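 active = inhibition above the screen-wide average of all tested compounds plus 3 SD, cut at about 25% in these data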;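 also: 0% = enzyme with DMSO only and 100% = wells lacking PAFAH1B3 protein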
Target sequence (Q15102 whole entry, looked up): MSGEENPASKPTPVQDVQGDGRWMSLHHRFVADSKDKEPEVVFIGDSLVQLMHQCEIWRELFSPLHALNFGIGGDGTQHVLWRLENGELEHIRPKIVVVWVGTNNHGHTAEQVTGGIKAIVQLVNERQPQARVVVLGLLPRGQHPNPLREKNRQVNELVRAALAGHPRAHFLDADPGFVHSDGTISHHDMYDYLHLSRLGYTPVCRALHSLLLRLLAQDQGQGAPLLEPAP
LYPLA1 counter: blocks human lysophospholipase 1, a PME1 counter-screen; O75608; recombinant LYPLA1, FP-Rh probe fluorescence polarization; inhibition, % at 5.9 µM; 0.16% of 320,000 active; AID 2174;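 active = inhibition above the mean of all tested compounds plus 3 SD, set per campaign, cut at about 14% in these data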;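 also: inhibitors block serine hydrolase probe labeling of LYPLA1 so polarization falls; 0% = enzyme with DMSO and 100% = wells lacking LYPLA1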
Target sequence (O75608 whole entry, looked up): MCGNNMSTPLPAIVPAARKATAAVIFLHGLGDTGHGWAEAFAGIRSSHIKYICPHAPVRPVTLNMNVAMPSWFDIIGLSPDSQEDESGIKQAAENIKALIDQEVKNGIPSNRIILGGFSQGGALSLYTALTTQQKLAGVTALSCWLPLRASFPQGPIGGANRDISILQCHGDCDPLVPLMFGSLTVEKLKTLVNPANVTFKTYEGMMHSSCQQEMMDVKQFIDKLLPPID
PREPL inh: inhibits the human prolyl oligopeptidase-like enzyme | 0.68% of 320,000 active | recombinant PREPL, fluorescence polarization activity-based probe | AID 2751 | inhibition, % at 5.96 µM | Q4J6C6; in the data active = inhibition above about 43%;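 also: 0% = enzyme with DMSO and 100% = wells lacking enzyme; many of its hits are not listed in these tables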
PAFAH1B2 inh: blocks human PAF acetylhydrolase 1b catalytic subunit 2; inhibition, % at 3.39 µM; recombinant PAFAH1B2, FP-rhodamine activity probe, fluorescence polarization; AID 492953; 1.2% of 340,000 active; P68402;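 active = inhibition above the mean of all tested compounds plus 3 SD, cut at about 24% in these data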;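 also: 0% = enzyme with DMSO and 100% = wells lacking PAFAH1B2; many of its hits are not listed in these tables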
Target sequence (P68402 whole entry, looked up): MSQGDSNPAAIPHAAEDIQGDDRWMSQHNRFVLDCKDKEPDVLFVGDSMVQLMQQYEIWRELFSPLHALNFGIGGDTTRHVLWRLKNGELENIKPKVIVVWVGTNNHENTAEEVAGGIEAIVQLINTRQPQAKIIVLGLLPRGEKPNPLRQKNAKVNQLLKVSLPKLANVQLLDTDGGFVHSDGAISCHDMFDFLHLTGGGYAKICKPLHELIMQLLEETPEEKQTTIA
pPAFAH FP inh: pPAFAH (human) enzyme inhibition. inhibition, % at 3.39 µM. recombinant pPAFAH, FP-rhodamine probe fluorescence polarization. 1.5% of 330,000 active. Q13093;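 active = inhibition above the mean inhibition across the screen plus 3 SD, cut at about 25% in these data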;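 also: inhibitors block binding of the rhodamine activity-based probe so polarization drops; 0% = enzyme with DMSO and 100% = wells lacking pPAFAH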
LYPLA2 inh: LYPLA2 (human) inhibition in PME1 counter-screen; O95372; recombinant LYPLA2, FP-Rh probe fluorescence polarization; inhibition, % at 5.9 µM; 0.38% of 320,000 active; AID 2177;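 active = inhibition above the screen-wide mean plus 3 SD, limit set per campaign, cut at about 26% in these data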;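 also: 0% = LYPLA2 with DMSO and 100% = wells lacking LYPLA2 enzyme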
Target sequence (O95372 whole entry, looked up): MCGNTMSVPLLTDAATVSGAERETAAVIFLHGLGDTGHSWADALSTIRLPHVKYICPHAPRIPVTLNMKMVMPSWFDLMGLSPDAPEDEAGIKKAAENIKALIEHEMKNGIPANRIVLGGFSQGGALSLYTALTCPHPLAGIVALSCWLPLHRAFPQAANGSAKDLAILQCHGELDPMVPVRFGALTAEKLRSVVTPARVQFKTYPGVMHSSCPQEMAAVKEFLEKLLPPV
PAFAH2 FP inh: inhibitors of human PAFAH2; AID 492956; inhibition, % at 3.39 µM; Q99487; recombinant PAFAH2, FP-rhodamine activity probe, fluorescence polarization; 0.99% of 340,000 active;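 active = inhibition above the mean over all tested compounds plus 3 SD, cut at about 30% in these data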;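 also: inhibitors block probe labeling of enzyme so polarization drops; 0% = enzyme with DMSO and 100% = wells lacking PAFAH2 protein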
EBNA-1 inh: blocks EBNA-1 binding to DNA; EBNA-1 DNA binding, fluorescence polarization; inhibition, % at 14.8 µM; AID 1950; 0.34% of 300,000 active; in the data active = inhibition above about 28%
* = called active by the depositor; x = no result given. Not all compounds are listed (hit frequency here may not be typical).

SMILES	ZTA counter	PAFAH1B3 inh	LYPLA1 counter	PREPL inh	PAFAH1B2 inh	pPAFAH FP inh	LYPLA2 inh	PAFAH2 FP inh	EBNA-1 inh
N#Cc1cc(S(=O)(=O)c2ccc(F)cc2)c(N)[nH]c1=O	-7	-3	1	-8	6	-1	4	-7	-7
COc1ccc(C(CC(=O)N2CCCCC2)c2c(OC)cc(OC)c3ccc(=O)oc23)cc1 (configuration not stated)	-21	3	0	6	-2	0	2	2	4
CNC(=S)N(CCc1c(C)[nH]c2ccc(C)cc12)Cc1cc(OC)c(OC)c(OC)c1	-7	11	-3	-1	4	2	3	7	4
COc1cc2c(cc1OC)CN(C(=O)c1ccc(S(=O)(=O)N3CCCCC3)cc1)CC2	3	16	-3	4	1	1	0	3	1
N#CC1=C2SCN(c3ccccc3)CN2C(=O)CC1c1cccs1 (configuration not stated)	-10	5	-2	-5	5	24	-3	2	-7
O=C(O)c1cccc(Nc2nc(C(F)(F)F)nc3ccccc23)c1	-18	0	2	17	10	-1	0	-2	2
COc1ccc(C(=O)Nc2ccc(Cl)cc2C(=O)N2CCCC(C)C2)cc1 (configuration not stated)	-5	10	-2	-2	0	-4	-1	18	2
Cc1ccc2nc(COc3ccc(N(C)S(=O)(=O)c4ccccc4)cc3)cc(=O)n2c1	-3	14	1	9	3	6	5	9	4
Cc1cccc(N)c1-c1c(C)cccc1N	-17	9	1	4	1	1	-1	-11	9
CCC(C)[C@H](NC(=O)C1(c2ccccc2)CCN(C(=O)OC(C)(C)C)CC1)C(=O)N[C@@H](C(=O)O)c1ccccc1 (some centres not stated)	4	9	0	5	1	-5	-1	2	-1
COc1ccc(NC(=O)CSc2nc3ccccc3c(=O)[nH]2)cc1S(N)(=O)=O	2	-1	-5	2	-1	0	-5	-5	x
COC(=O)c1ccc2c(=O)n(CCCCCC(=O)N3CCN(c4ccccc4)CC3)c(=O)[nH]c2c1	17	-1	0	-42	0	-1	6	9	-8
COc1ccc(CCNc2oc(COc3ccc(Br)cc3)nc2C#N)cc1OC	24	13	3	38	28*	1	-10	-1	11
COC(=O)C(C)n1nnc2sc(-c3ccccc3)cc2c1=O (configuration not stated)	9	-1	-6	-2	2	8	0	13	4
CN(C(=O)CN1C(=O)S/C(=C\c2ccc(Cl)cc2)C1=O)C1CCS(=O)(=O)C1 (configuration not stated)	16	2	-1	35	1	3	-6	14	-13
O=C(O)c1ccc(S(=O)(=O)NC2CCCc3ccccc32)cc1 (configuration not stated)	-2	-5	-1	-5	16	6	5	2	5
Cc1nc(-c2ccc(NC(=O)C3CC3)cc2)cs1	0	7	3	-2	1	4	12	7	8
Cc1nnc(SCCC(=O)Nc2ccccc2Cl)o1	-13	6	1	-6	1	4	4	4	-4
CCn1nc(C)c(C2C(C#N)=C(N)Oc3n[nH]c(C)c32)c1C (configuration not stated)	3	8	2	-12	-1	1	-1	2	-8
COC(=O)C(NNc1ccccc1)(NC(=O)c1ccc(F)cc1)C(F)(F)F (configuration not stated)	-2	6	-3	-7	0	2	-2	3	-4
FC(F)(F)c1cccc(N2CCN(CC3CC=CCC3)CC2)c1 (configuration not stated)	-3	-10	0	1	3	5	9	-1	-8
O=C(NCc1ccc(Cl)cc1)c1cnccn1	1	-4	-1	0	3	5	0	-1	9
COc1ccc(-c2ccnc(SCC(=O)c3ccc(Cl)cc3)n2)cc1	0	1	-3	-5	1	-7	-7	-7	-2
CCN(CC)CCn1c2ccccc2c2nc(C)sc21	-13	8	2	-1	0	5	3	1	4
CC(C)=CCC/C(C)=C/CNC(=O)CC1C[C@H](C(=O)N(C(C)C)C(C)C)[C@@]2(C)c3[nH]c4ccccc4c3CCN2C1=O (some centres not stated)	x	8	x	25	4	-2	x	-6	x
CCOC(=O)CNC(=S)N(Cc1ccccc1)Cc1cccnc1	6	0	0	1	-7	5	1	-7	0
COC(=O)c1ccccc1NC(=O)NC1CCN(Cc2ccccc2)CC1	-2	4	0	10	-3	1	3	3	-18
O=C(NNc1ccc(F)cc1F)C1CCC1	-10	8	0	-3	2	1	-2	5	-7
Cc1ccc(C(=O)O)cc1NCc1ccncc1	-26	-1	1	11	1	1	-2	3	-4
CN(c1ccccc1)S(=O)(=O)c1ccc2c(c1)oc(=O)n2C	9	4	1	23	6	-1	6	1	5
CCCCNC1CCS(=O)(=O)C1 (configuration not stated)	1	7	2	3	-1	0	0	16	2
CCOC(=O)c1cccc(NC(=O)c2cccs2)c1	-9	1	1	0	-3	-4	1	2	-1
CCOc1ccc(CCNC(=O)c2cc(=O)[nH]c3ccc(S(=O)(=O)N(CC)CC)cc23)cc1OCC	-6	7	-1	9	-7	3	2	2	-1
Cc1ccc(NC(=O)COC(=O)c2ccco2)cc1C	4	-1	-2	4	6	-3	3	77*	x
O=C(N/N=C/c1ccco1)C1CC1c1ccccc1 (configuration not stated)	16	3	-1	-11	-3	9	-3	-3	10
COC(=O)c1ccc(C2/C(=C(\O)c3ccc(OC)c(C)c3)C(=O)C(=O)N2c2cc(C)on2)cc1 (configuration not stated)	0	-4	1	12	1	0	4	5	-6
COc1cc(CNc2ccc3[nH]c(=O)[nH]c3c2)ccc1OCc1ccccc1C	17	-2	6	32	1	11	11	0	8
CCN(CC)CCOc1c(C)cccc1Cl	18	-2	1	-4	-4	4	-2	-1	8
CCOc1ccc(NC(=O)CC2NCCNC2=O)cc1 (configuration not stated)	7	-5	-1	2	1	0	-5	0	11
NS(=O)(=O)c1ccc(N/N=C/c2ccncc2)cc1	-16	1	1	18	0	2	3	4	-2
COc1ccc2c(c1)c1ncn(CCCN3CCOCC3)c(=O)c1n2C	-3	6	-4	-4	5	-3	-6	8	-5
Cn1cc(CCC(=O)NCc2cccc(Cl)c2)c2ccccc21	-7	2	-1	5	3	3	3	2	-17
CCCc1n[nH]c(=O)c2c1nnn2Cc1ccccc1F	-23	1	-2	7	3	6	10	15	-7
C[C@H]1CN=C(Nc2ccccc2)N1CCCC1CCCC1	-13	4	0	-7	6	-1	-2	-6	-3
COc1ccccc1C(CNc1ccc(S(=O)(=O)N2CCCC2)cc1[N+](=O)[O-])N(C)C (configuration not stated)	-12	3	0	5	7	7	1	5	-9

Some of these compounds in order of the PAFAH1B2 inh value, highest first.
Compound | PAFAH1B3 inh | PREPL inh | PAFAH1B2 inh | pPAFAH FP inh | PAFAH2 FP inh | EBNA-1 inh
C[C@H]1CN=C(Nc2ccccc2)N1CCCC1CCCC1 | 4 | -7 | 6 | -1 | -6 | -3
COc1ccc2c(c1)c1ncn(CCCN3CCOCC3)c(=O)c1n2C | 6 | -4 | 5 | -3 | 8 | -5
CCCc1n[nH]c(=O)c2c1nnn2Cc1ccccc1F | 1 | 7 | 3 | 6 | 15 | -7
COc1cc(CNc2ccc3[nH]c(=O)[nH]c3c2)ccc1OCc1ccccc1C | -2 | 32 | 1 | 11 | 0 | 8

Next section
SMILES	ZTA counter	PAFAH1B3 inh	LYPLA1 counter	PREPL inh	PAFAH1B2 inh	pPAFAH FP inh	LYPLA2 inh	PAFAH2 FP inh	EBNA-1 inh
FC(F)(F)Oc1ccc(-c2cn3cccnc3n2)cc1	-16	1	0	16	3	-2	-2	4	3
CC(=O)N1CCc2cc(S(=O)(=O)CCC(=O)N3CCN(C(=O)c4ccco4)CC3)ccc21	4	-1	-3	7	4	3	2	-7	-6
CCOc1ccc(S(=O)(=O)N2CCC(C(=O)N3CCCCCC3)CC2)cc1C	-11	4	4	8	-4	1	10	-3	9
Cc1cccnc1CNC(=O)C1CCC(=O)N(CCc2cccc(F)c2)C1 (configuration not stated)	4	0	2	0	0	2	1	1	10
CCC(Oc1ccccc1OC)C(=O)Nc1ccc2c(c1)OCO2 (configuration not stated)	-16	2	-4	16	-1	2	-3	-4	1
CCOC(=O)N1CCC(NC(=O)CN2C(=O)COc3ccc(C(C)(C)C)cc32)CC1	1	2	1	10	-4	1	-4	-5	-10
CC(C)(C)OC(=O)n1cc(C(=O)c2ccccc2O)cn1	-3	8	1	-11	0	0	1	84*	-1
CCOC(=O)c1c(S(=O)(=O)NCC(=O)N2CCN(c3ccccc3)CC2)c(C)n(C)c1C	9	4	0	0	-1	3	1	-6	0
COC(=O)[C@H]1C[C@@H]1[C@H](NC(=O)c1ccccc1)c1ccccc1	-19	14	-1	6	5	-2	6	-7	-6
O=C(CC1C(=O)NCCN1Cc1cccc(F)c1F)NC1CCCCCC1 (configuration not stated)	-2	4	5	11	3	3	3	-2	-10
COc1ccc(C2NC(=O)c3sc4nc(C)c(C(C)=O)c(-c5ccc(Cl)cc5)c4c3N2)cc1 (configuration not stated)	-10	4	-8	25	0	3	-2	-4	1
COCCNC(=S)N/N=C(\C)c1ccc(-n2ccnc2)cc1	-17	7	2	5	1	-5	4	-3	1
O=C1CN(C(=O)COC(=O)c2c(F)cccc2Cl)c2ccccc2N1	x	15	x	-2	1	-1	x	2	x
NC(=O)c1ccccc1NC(=O)COC(=O)CSCc1cccc(Cl)c1	x	11	x	27	3	10	x	7	x
Clc1ccccc1Nc1nc(-c2ccncc2)nc2ccccc12	6	2	-8	-2	6	-4	-7	6	8
COCCn1c(C)cc(C(=O)COc2ncnc3ccc(Br)cc23)c1C	-1	0	-1	0	-2	-8	4	-1	2
Cn1c(SCc2nc3ccccc3n2CCO)nc2ccccc21	4	2	-1	-5	0	-1	-5	-1	-5
Cc1ccc2nc(C)cc(SCC(=O)N/N=C/c3ccco3)c2c1	16	-2	1	-5	-3	2	4	-1	5
CCCc1ccc(-c2cc(C(=O)N3CCN(c4ccccn4)CC3)c3ccccc3n2)cc1	6	-2	-4	6	-7	2	-10	-9	11
O=c1cc(O)nc[nH]1	13	5	0	0	-1	3	-1	-18	9
CSc1ccc(Cl)c(C(=O)NCCOc2cc(C)ccc2C(C)C)c1	-9	-3	-8	5	2	-4	-18	0	-13
CCC(CC)C(=O)N(c1ccc(F)cc1)C1C=CS(=O)(=O)C1 (configuration not stated)	-1	-2	1	7	-1	0	8	2	5
COc1ccccc1CNC(=O)CN(c1ccc(C)cc1)S(=O)(=O)c1c(C)noc1C	10	-1	-2	-1	0	0	0	6	-2
CC(C)c1ccc(/C=C/C(=O)O)cc1	-7	6	1	20	9	-6	3	6	5
CCn1c(SCC(=O)Nc2nc3ccc(C)cc3s2)nc2c(c1=O)SC(C)C2 (configuration not stated)	-4	2	-20	43	-1	-9	-36	-2	-12
Cn1c(=O)c2c(nc(CN3CCN(C(=O)c4ccco4)CC3)n2CCCc2ccccc2)n(C)c1=O	7	-1	-2	9	2	1	-5	3	-5
CCc1ccc(NC(=O)CSc2ccccn2)cc1	15	14	2	-2	2	4	0	4	4
COc1cc(/C=N/NC(=O)C(C)n2nnc3ccccc32)ccc1O (configuration not stated)	9	3	2	8	5	3	-5	5	13
Cn1c(SCC(N)=O)nnc1C1CCN(S(=O)(=O)c2ccccc2C(F)(F)F)CC1	5	12	3	11	1	4	0	2	4
Cc1ccccc1-c1nc(CN2CCCC(C(=O)NCCCN3CCOCC3)C2)c(C)o1 (configuration not stated)	1	3	-3	20	4	1	0	-3	15
O=C(Nc1ccccc1N1CCN(c2ccccc2)CC1)C1CCCCC1	-4	9	0	11	2	1	0	7	4
O=C(NC(=S)Nc1ccccc1Cl)C1CC1	-2	-1	-3	-4	-2	-6	-9	1	-15
COc1ccccc1CN(CC(=O)NCc1ccco1)C(=O)CNS(=O)(=O)c1ccc(C)cc1	-8	1	0	3	0	6	1	8	2
CCOC(=O)c1c(C)n(OCc2ccccc2)c2ccc3nonc3c12	4	5	-1	8	6	-1	-4	0	-1
